Source: PubChem BioAssay
S1P4 antag = blocks the human S1P4 receptor; O95977; S1P4-expressing cells, antagonist mode, reporter read-out; inhibition, % at 4.98 µM; hit rate 0.26% among 220,000; AID 1510; in the data active means inhibition above about 29%;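 further: 0% = wells stimulated with agonist and 100% = vehicle wells without agonist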
NPY-Y1 antag = antagonists of human neuropeptide Y receptor Y1. HEK293-CNG Y1 cells, membrane potential fluorescence; NPY at EC95, then isoproterenol. inhibition, % at 3.6 µM. P25929. hit rate 1% among 200,000;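 active means inhibition above the campaign mean inhibition of all tested compounds plus 3 SD, cut at about 20% in these data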;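 further: 0% = DMSO wells given NPY plus isoproterenol and 100% = isoproterenol alone without NPY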
Target sequence (P25929 whole entry, looked up): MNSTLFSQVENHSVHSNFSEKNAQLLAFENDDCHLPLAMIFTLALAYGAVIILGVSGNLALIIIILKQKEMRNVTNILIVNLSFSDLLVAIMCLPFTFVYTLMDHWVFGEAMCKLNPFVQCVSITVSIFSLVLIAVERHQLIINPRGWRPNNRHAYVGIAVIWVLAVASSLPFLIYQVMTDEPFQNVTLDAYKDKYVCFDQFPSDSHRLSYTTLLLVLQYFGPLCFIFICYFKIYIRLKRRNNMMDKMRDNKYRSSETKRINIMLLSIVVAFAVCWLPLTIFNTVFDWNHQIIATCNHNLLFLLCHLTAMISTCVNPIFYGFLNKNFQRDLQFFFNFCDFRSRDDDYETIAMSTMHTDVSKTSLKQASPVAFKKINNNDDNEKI
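System: HEK293 cells with Y1 receptor plus CNG channel / Probe or stimulus: NPY 25 nM then isoproterenol 1 µM plus Ro 20-1724 25 µM / Compound: one concentration, 3.6 µM, in 0.4% DMSO / Schedule: compound incubation 1 h at room temperature, readout 45 min post-stimulation / Measured by: membrane potential fluorescence / Read-out: % inhibition of NPY effect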
CHOP inh = inhibitors of CHOP induction in ER stress response; CHO-K1 CHOP-promoter luciferase, tunicamycin-induced, 15-18 h; inhibition, % at 10 µM; hit rate 3.8% among 220,000; AID 2732;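 active means compounds that reduced the stress-induced luciferase reporter signal by more than about 70% of percent inhibition, limit read from the data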;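 further: 0% = tunicamycin plus vehicle and 100% = wells without tunicamycin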
TRPML3 ag = activates the human TRPML3 channel; Q8TDD5; HEK293 TRPML3-YFP, Fluo-8 calcium fluorescence; 100% = the carbachol control signal; activation, % at 3 µM; hit rate 0.29% among 220,000;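 active means activation above its plate's cutoff, the mean activation of the plate's test wells plus 3 SD, cut at about 12% in these data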;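 further: 0% = DMSO only wells and 100% = carbachol wells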
Target sequence (Q8TDD5 whole entry, looked up): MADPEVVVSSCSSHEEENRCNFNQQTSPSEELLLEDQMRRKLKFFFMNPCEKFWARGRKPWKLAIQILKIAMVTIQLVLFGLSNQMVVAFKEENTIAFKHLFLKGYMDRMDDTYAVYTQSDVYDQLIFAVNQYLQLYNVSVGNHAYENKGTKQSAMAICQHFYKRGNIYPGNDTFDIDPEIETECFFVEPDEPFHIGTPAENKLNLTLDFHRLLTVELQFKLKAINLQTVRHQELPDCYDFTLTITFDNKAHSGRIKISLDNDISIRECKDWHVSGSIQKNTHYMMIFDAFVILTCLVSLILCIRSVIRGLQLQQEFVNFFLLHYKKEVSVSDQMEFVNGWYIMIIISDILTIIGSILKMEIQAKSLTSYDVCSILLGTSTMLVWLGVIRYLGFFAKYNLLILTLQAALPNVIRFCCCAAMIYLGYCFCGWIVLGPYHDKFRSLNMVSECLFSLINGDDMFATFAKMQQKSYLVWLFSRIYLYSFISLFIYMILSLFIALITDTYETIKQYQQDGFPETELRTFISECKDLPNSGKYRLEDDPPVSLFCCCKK
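Material: HEK293 cells stably carrying human TRPML3-YFP; compound dosing: single dose, 3 µM final nominal compound, 0.3% DMSO final; incubation: 1-h 37 °C dye load, 5-s basal, 120-s post-compound reads; technique: Fluo-8 intracellular calcium fluorescence, excitation 470-495 nm, emission 515-575 nm; read-out basis: percent activation from peak-to-basal fluorescence ratio, scaled between DMSO and carbachol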
EP2 modulator = modulators of human EP2 prostaglandin E2 receptor | P43116 | EP2-expressing cells, cAMP HTRF FRET, PGE2 co-stimulation | induction, % at 25 µM | hit rate 0.83% among 260,000 | AID 940;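 active means compounds whose cAMP rise, as percent of the full-agonist control response, exceeds 60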;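 further: rat C6 glioma line stably carrying human EP2 under a CMV promoter; the protocol text gives 20 µM as final concentration; 100% = response of wells given 1 µM PGE2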
NPY-Y1 PAM-ag = potentiators or agonists of human neuropeptide Y receptor Y1; P25929; NPY-Y1 expressing cells, potentiator/agonist activation; activation, % at 3.6 µM; hit rate 0.37% among 220,000; in the data active means activation above about 33%, passing the limit was not always enough;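 further: cells stimulated with NPY at EC10 then isoproterenol at EC100; 0% = low agonist plus stimulus and 100% = saturating agonist plus stimulus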
NPY2 pot ag = human NPY-Y2 potentiation or agonism, primary screen. activation, % at 3.6 µM. AID 1359. P49146. hit rate 0.45% among 220,000. cells expressing NPY-Y2, potentiator/agonist read-out; in the data active means activation above about 27%;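 further: cells stimulated with NPY near EC25 plus isoproterenol at EC100; 0% = vehicle plus submaximal agonist and 100% = vehicle plus saturating agonist; some results beyond the cut were filed as inactive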
S1P4 agonist = activates the human S1P4 receptor; O95977; S1P4-expressing cell line, agonist reporter assay; activation, % at 4.98 µM; hit rate 0.35% among 220,000; AID 1509; in the data active means activation above about 11%;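 further: 0% = DMSO vehicle and 100% = reference agonist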
zfTRPN1 agonist = agonists of zebrafish TRPN1 channel; HEK293 zebrafish TRPN1-YFP, Fluo-8 calcium fluorescence; 100% = response to 87 µM carbachol; activation, % at 3 µM; hit rate 0.18% among 220,000; AID 1424;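 active means activation above its plate's cutoff, the mean activation of test wells on that plate plus 3 SD, cut at about 19% in these data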;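 further: 0% = DMSO alone and 100% = 87 µM carbachol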
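System: zebrafish TRPN1-YFP in HEK293 cells / Dosing: 3 µM single point / Timing: dye loading 1 h at 37 °C, then 30 min room temperature / Signal: Fluo-8 calcium fluorescence, excitation 470-495 nm, emission 515-575 nm / Read-out basis: percent activation from peak over basal fluorescence ratio, control-normalized / Control set: high carbachol 87 µM, low DMSO alone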
An asterisk follows results filed as active; & = joins results of further samples. An unsorted share of the library, and some 6.5% of all compounds hit somewhere here.

CCOc1ccccc1N1CCN(Cc2cn[nH]c2-c2ccc(F)cc2)CC1 was read as S1P4 antag 4, CHOP inh -5, TRPML3 ag 0.0, EP2 modulator -6, NPY-Y1 PAM-ag -3, NPY2 pot ag -11, S1P4 agonist 0.6 and zfTRPN1 agonist -2.2.
Screening CCc1cc2c(=O)c(-c3nc4ccccc4n3C)c(COCC(=O)O)oc2cc1O returned S1P4 antag -9, NPY-Y1 antag -5, CHOP inh -12, TRPML3 ag 0.4, EP2 modulator 7, NPY-Y1 PAM-ag -15, NPY2 pot ag -4, S1P4 agonist -0.8 and zfTRPN1 agonist -0.3.
Cc1nn(C)c(C)c1S(=O)(=O)N1CCC(C(=O)NC2CCCCCC2)CC1 was read as S1P4 antag -2, NPY-Y1 antag -1, CHOP inh 4, TRPML3 ag 0.6, EP2 modulator 18, NPY-Y1 PAM-ag -13, NPY2 pot ag 8, S1P4 agonist 1.2 and zfTRPN1 agonist 1.0.
Screening Cn1cccc1Cc1nnc(SCC(=O)NC2CCCC2)n1-c1ccc(F)cc1 returned S1P4 antag -9, NPY-Y1 antag 7, CHOP inh 10, TRPML3 ag 0.2, EP2 modulator 13, NPY-Y1 PAM-ag 3, NPY2 pot ag 2, S1P4 agonist 0.0 and zfTRPN1 agonist 0.9.
For CN(C)CCCNS(=O)(=O)c1ccc(Oc2ncc(C(F)(F)F)cc2Cl)cc1 the results were S1P4 antag -15, NPY-Y1 antag 7, CHOP inh 18, TRPML3 ag 0.4, EP2 modulator 0, NPY-Y1 PAM-ag -10, NPY2 pot ag -15, S1P4 agonist 0.8 and zfTRPN1 agonist -0.4.
`CC1=C(C(=O)Nc2nc3ccccc3s2)C(c2ccco2)C(C#N)=C(SCC(=O)NC2CCCCC2)N1` (stereo not given) gave S1P4 antag -7, NPY-Y1 antag 13, CHOP inh 40, TRPML3 ag -0.3, EP2 modulator 21, NPY-Y1 PAM-ag 4, NPY2 pot ag 0, S1P4 agonist -0.1 and zfTRPN1 agonist 1.7.
`Nc1ncnc2c1ncn2[C@H]1C[C@H](O)[C@@H](COP(=O)(O)O)O1` gave S1P4 antag -9, NPY-Y1 antag 3, CHOP inh 29, TRPML3 ag 1.1, EP2 modulator 18, NPY-Y1 PAM-ag -11, NPY2 pot ag 4, S1P4 agonist 1.2 and zfTRPN1 agonist 1.3.
CC(C)NC(=S)N/N=C1\CCCCc2ccccc21 was read as S1P4 antag -10, NPY-Y1 antag 10, CHOP inh -22, TRPML3 ag -1.2, EP2 modulator 48, NPY-Y1 PAM-ag -14, NPY2 pot ag -2, S1P4 agonist 0.9 and zfTRPN1 agonist -1.2.
`Cc1nc2c(C(=O)N3CCCCC3)cnn2c(C)c1Cc1ccccc1F` gave S1P4 antag -9, NPY-Y1 antag 4, CHOP inh 20, TRPML3 ag 0.9, EP2 modulator -13, NPY-Y1 PAM-ag -13, NPY2 pot ag 16, S1P4 agonist -2.2 and zfTRPN1 agonist 0.6.
COc1cccc(C(=O)N2CCN(S(=O)(=O)Cc3ccccc3)CC2)c1 was read as S1P4 antag -8, NPY-Y1 antag 0, CHOP inh -18, TRPML3 ag 0.4, EP2 modulator -48, NPY-Y1 PAM-ag -30, NPY2 pot ag -1, S1P4 agonist -1.6 and zfTRPN1 agonist 0.3.
For CC(=O)Nc1cc(-c2ccc(Cl)cc2)nn1-c1ccccc1 the results were S1P4 antag -10, NPY-Y1 antag -1, CHOP inh 44, TRPML3 ag -0.5, EP2 modulator -19, NPY-Y1 PAM-ag 10, NPY2 pot ag 11, S1P4 agonist -1.4 and zfTRPN1 agonist 0.5.
`COc1ccc(NC(=O)N2CCCC(CCC(=O)N(C)CCc3ccccn3)C2)cc1` (stereo not given) gave S1P4 antag -8, NPY-Y1 antag -4, CHOP inh 6, TRPML3 ag -0.1, EP2 modulator 10, NPY-Y1 PAM-ag 21, NPY2 pot ag 13, S1P4 agonist -0.2 and zfTRPN1 agonist -0.1.
For Cc1ccccc1Oc1ncnc2sccc12 the results were S1P4 antag 4, NPY-Y1 antag 7, CHOP inh 20, TRPML3 ag -0.5, EP2 modulator 25, NPY-Y1 PAM-ag -4, NPY2 pot ag -19, S1P4 agonist 1.0 and zfTRPN1 agonist 0.2.
O=C(COC(=O)c1ccc(O)cc1)Nc1cc(C(F)(F)F)ccc1Cl was read as S1P4 antag 7, NPY-Y1 antag 3, CHOP inh 39, TRPML3 ag 0.6, EP2 modulator -41, NPY-Y1 PAM-ag -15, NPY2 pot ag -14, S1P4 agonist 0.1 and zfTRPN1 agonist 3.9.
For Cc1ccc2c(c1)c1c(n2CC(O)Cn2nc(C)c(Br)c2C)C(=O)CCC1 (stereo not given) the results were S1P4 antag -29, NPY-Y1 antag 4, CHOP inh 72*, TRPML3 ag -0.1, EP2 modulator 40, NPY-Y1 PAM-ag -12, NPY2 pot ag -2, S1P4 agonist -2.8 and zfTRPN1 agonist -0.5.
Screening O=S1(=O)CCC(NC(=S)SCCOc2ccccc2)C1 (stereo not given) returned S1P4 antag -8, NPY-Y1 antag 2, CHOP inh 60, TRPML3 ag 0.9, EP2 modulator -59, NPY-Y1 PAM-ag -9, NPY2 pot ag -9, S1P4 agonist 2.9 and zfTRPN1 agonist 2.6.
For Cc1ccc(C)c(C2C(C#N)=C(N)Oc3cc(C)oc(=O)c32)c1 (stereo not given) the results were S1P4 antag 5, NPY-Y1 antag -2, CHOP inh -14, TRPML3 ag -0.1, EP2 modulator 47, NPY-Y1 PAM-ag -21, NPY2 pot ag -1, S1P4 agonist -0.2 and zfTRPN1 agonist 1.4.
CCOc1ccc(NC(=O)COC(=O)c2ccc3c(c2)C(=O)N(CCc2ccccc2)C3=O)cc1 was read as S1P4 antag -20, NPY-Y1 antag 1, CHOP inh 27, TRPML3 ag 1.1, EP2 modulator 13, NPY-Y1 PAM-ag 7, NPY2 pot ag 0, S1P4 agonist 0.5 and zfTRPN1 agonist 0.7.
Screening CCOC(=O)c1[nH]c2ccccc2c1NC(=O)c1ccc(S(=O)(=O)N2CCCCC2)cc1 returned S1P4 antag 5, NPY-Y1 antag 6, CHOP inh 33, TRPML3 ag 0.4, EP2 modulator -6, NPY-Y1 PAM-ag -19, NPY2 pot ag 16, S1P4 agonist 0.7 and zfTRPN1 agonist -2.0.
`Cc1cccc(C(=O)NCC(=O)OCC(=O)N2CCCCC2)c1` gave S1P4 antag 1, NPY-Y1 antag -4, CHOP inh 16, TRPML3 ag 0.3, EP2 modulator 20, NPY-Y1 PAM-ag 14, NPY2 pot ag 11, S1P4 agonist -1.2 and zfTRPN1 agonist 0.0.
`CC(NC(=O)c1cccs1)C(=O)NC1=NCCS1` (stereo not given) gave S1P4 antag -2, NPY-Y1 antag 5, CHOP inh 13, TRPML3 ag 0.6, EP2 modulator -4, NPY-Y1 PAM-ag 8, NPY2 pot ag 5, S1P4 agonist 2.4 and zfTRPN1 agonist 0.4.
For COc1cc2cc(CN(Cc3cccnc3)C(=O)Nc3ccccc3)c(=O)[nH]c2cc1OC the results were S1P4 antag -1, NPY-Y1 antag 2, CHOP inh 1, TRPML3 ag 0.8, EP2 modulator -16&-28, NPY-Y1 PAM-ag 4, NPY2 pot ag 2, S1P4 agonist -1.2 and zfTRPN1 agonist -0.2.
Screening O=C(CSc1nnnn1Cc1ccccc1)NCCc1ccccc1 returned S1P4 antag 2, NPY-Y1 antag 13, CHOP inh 33, TRPML3 ag 0.1, EP2 modulator -5, NPY-Y1 PAM-ag 10, NPY2 pot ag 5, S1P4 agonist -1.5 and zfTRPN1 agonist -0.2.
COc1cc(C(=O)NCCC(C)C)c([N+](=O)[O-])cc1OC was read as S1P4 antag -5, NPY-Y1 antag 1, CHOP inh -14, TRPML3 ag 0.5, EP2 modulator -2, NPY-Y1 PAM-ag 10, NPY2 pot ag 13, S1P4 agonist 1.5 and zfTRPN1 agonist 0.5.
Screening Cc1cc(CCCCCCCCc2cc(C)cc(=O)o2)oc(=O)c1 returned S1P4 antag -11, NPY-Y1 antag 5, CHOP inh 16, TRPML3 ag -0.1, EP2 modulator 27, NPY-Y1 PAM-ag -6, NPY2 pot ag 5, S1P4 agonist 1.1 and zfTRPN1 agonist -0.5.
`Cn1cccc1C(C(=O)NC1CCCCC1)N(C(=O)Cc1cccs1)c1ccc2c(c1)OCO2` (stereo not given) gave S1P4 antag -4, NPY-Y1 antag -4, CHOP inh -28, TRPML3 ag 0.9, EP2 modulator 29, NPY-Y1 PAM-ag 5, NPY2 pot ag -3, S1P4 agonist 0.5 and zfTRPN1 agonist -0.3.
Screening Cc1ccccc1NC(=O)C(=O)Nc1ccccc1C returned S1P4 antag -5, CHOP inh -2, TRPML3 ag 0.7, EP2 modulator 7, NPY-Y1 PAM-ag -1, NPY2 pot ag 2, S1P4 agonist 1.6 and zfTRPN1 agonist 1.9.
Screening CCOc1ccccc1C(=O)Nc1cccc(-c2ccc3nncn3n2)c1 returned S1P4 antag -3, NPY-Y1 antag 7, CHOP inh 8, TRPML3 ag 0.0, EP2 modulator 9, NPY-Y1 PAM-ag 4, NPY2 pot ag 0, S1P4 agonist 0.5 and zfTRPN1 agonist -0.5.
Cc1ccc(C(=O)C(=S)N2CCOCC2)cc1 was read as S1P4 antag -28, NPY-Y1 antag 3, CHOP inh 40, TRPML3 ag 0.4, EP2 modulator 1, NPY-Y1 PAM-ag -4, NPY2 pot ag 4, S1P4 agonist 2.6 and zfTRPN1 agonist -0.1.
`CC(=O)Nc1cccc(-c2nnc(-c3ccccc3)o2)c1` gave S1P4 antag -5, NPY-Y1 antag -8, CHOP inh 0, TRPML3 ag 0.7, EP2 modulator -5, NPY-Y1 PAM-ag -9, NPY2 pot ag 5, S1P4 agonist 1.5 and zfTRPN1 agonist 2.4.
For Cc1nnc2n(-c3ccccc3)c(=O)c3c4c(sc3n12)COC(C(C)C)C4 (stereo not given) the results were S1P4 antag 0, NPY-Y1 antag -4, CHOP inh 36, TRPML3 ag 0.6, EP2 modulator -1, NPY-Y1 PAM-ag -4, NPY2 pot ag -9, S1P4 agonist 1.1 and zfTRPN1 agonist 0.2.
For O=C(COc1ccc(S(=O)(=O)N2CCCC2)cc1)NCC1CCCO1 (stereo not given) the results were S1P4 antag 20, NPY-Y1 antag -7, CHOP inh -11, TRPML3 ag 0.2, EP2 modulator 11, NPY-Y1 PAM-ag 13, NPY2 pot ag -3, S1P4 agonist 1.1 and zfTRPN1 agonist 0.7.
